Screening results as filed in PubChem.
PERK inh = human PERK inhibition, primary cell-based screen | CHO PERK-DD fusion, SEAP luminescence translation reporter | inhibition, % at 5.6 µM | hit rate 0.17% among 220,000;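 active = inhibition above the mean inhibition of all tested compounds plus 3 SD, set separately per screening campaign, cut at about 2.9% in these data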;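 note: PERK kinase domain activated by AP20187 dimerizer at 100 nM; 0% = DMSO with dimerizer and 100% = rapamycin at 8.4 µM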
Hck Nef HTS = blocks Nef-activated human Hck kinase | P08631 | Recombinant Hck-YEEI plus Nef, Z-Lyte FRET kinase assay | inhibition, % at 20 µM | hit rate 0.68% among 220,000 | AID 463187;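 active = Hck-Nef kinase inhibition above about 50%, limit read from the data; inactive = inhibition below that limit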;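 note: 0% = DMSO with Hck plus Nef and 100% = Hck alone without Nef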
PGE2 EP2 inh = blocks the human prostaglandin E2 receptor EP2; P43116; C6 glioma cells expressing human EP2, cAMP TR-FRET; cells stimulated with saturating PGE2; inhibition, % at 25 µM; hit rate 0.52% among 260,000;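 active = percent inhibition above 40 after rounding to a whole number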;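 note: rat C6 glioma host cells with rolipram phosphodiesterase inhibitor present; the protocol text gives 20 µM as final concentration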
Runt-CBFb FRET = inhibitors of human RUNX1 Runt domain binding to CBFb; Q01196+Q13951; Cerulean-Runt/Venus-CBFb FRET ratio 530/480, 1 h; inhibition, % at 20 µM; hit rate 0.46% among 220,000; AID 1496;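 active = inhibition over about 50% at 20 µM in the single-dose screen, limit read from the data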;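 note: 0% = DMSO wells and 100% = excess unlabeled CBFb competitor control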
Target sequence (Q01196 whole entry, looked up, the tested form may be a part): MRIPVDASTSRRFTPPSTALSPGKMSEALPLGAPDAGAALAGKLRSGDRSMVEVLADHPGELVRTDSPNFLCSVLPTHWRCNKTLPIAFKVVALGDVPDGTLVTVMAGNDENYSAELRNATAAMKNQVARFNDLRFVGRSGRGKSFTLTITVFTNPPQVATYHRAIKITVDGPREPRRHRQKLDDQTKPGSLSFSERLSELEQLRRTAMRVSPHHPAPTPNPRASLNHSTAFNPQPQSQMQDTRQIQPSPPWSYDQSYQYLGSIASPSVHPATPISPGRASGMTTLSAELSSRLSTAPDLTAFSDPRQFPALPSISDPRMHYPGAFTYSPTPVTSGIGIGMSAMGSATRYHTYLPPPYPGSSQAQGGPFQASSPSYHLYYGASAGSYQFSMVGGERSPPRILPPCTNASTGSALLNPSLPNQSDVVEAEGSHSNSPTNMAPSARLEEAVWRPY
Target sequence (Q13951 whole entry, looked up, the tested form may be a part): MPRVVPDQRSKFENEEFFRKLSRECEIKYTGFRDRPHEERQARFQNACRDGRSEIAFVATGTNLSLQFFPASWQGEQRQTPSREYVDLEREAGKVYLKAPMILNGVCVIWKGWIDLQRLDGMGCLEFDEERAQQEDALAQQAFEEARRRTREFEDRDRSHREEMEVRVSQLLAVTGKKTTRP
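Buffer or medium: Tris pH 7.5 buffer with BSA. Assay system: Cerulean-labeled Runt domain protein. Amount: each fluorescent fusion protein 100 nM. Read-out basis: loss of energy transfer signal. Incubation: 1 h compound exposure, room temperature. Probe or stimulus: Venus-CBFb binding partner, 100 nM. Detection: FRET, excitation 422 nm, emission at 530 and 480 nm.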
EP2 mod = modulators of human EP2 prostaglandin E2 receptor; P43116; EP2-expressing cells, cAMP HTRF FRET, PGE2 co-stimulation; induction, % at 25 µM; hit rate 0.83% among 260,000;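 active = compounds whose cAMP rise, as percent of the full-agonist control response, exceeds 60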;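 note: rat C6 glioma line stably carrying human EP2 under a CMV promoter; the protocol text gives 20 µM as final concentration; 100% = response of wells given 1 µM PGE2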
TNF death inh = inhibitors of TNF-alpha induced necroptosis in Jurkat FADD-/- cells; Jurkat FADD-/- TNF necroptosis rescue, ATP luminescence, 24 h; 0 = TNF only, 100 = no-TNF cells; activation (protection from cell death), % at 10 µM; hit rate 0.068% among 220,000;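 active = activation, meaning protection from cell death, of at least 50% relative to plate controls; inactive = activation below 50%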;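 note: necroptosis triggered by 40 ng/mL TNF-alpha added together with compound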
Runt-SMMHC FRET = inhibitors of human RUNX1 Runt domain binding to CBFb-SMMHC; Q01196+Q13951; Cerulean-Runt/Venus-CBFb-SMMHC FRET ratio 530/480, 1 h; inhibition, % at 20 µM; hit rate 0.74% among 220,000;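 active = mean inhibition across duplicate retests at 20 µM reaching about 50%, limit read from the data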;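 note: 0% = DMSO wells and 100% = wells with excess untagged CBFb-SMMHC; inhibitors lower the FRET ratio by blocking Runt binding to CBFb-SMMHC; some results filed as inactive read as strong as hits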
L929 necroptosis = L929 zVAD cell death inhibition; L929 zVAD necroptosis rescue, ATP luminescence, 24 h; with zVAD 60 µM; viability rescue, % at 10 µM; hit rate 0.38% among 220,000;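 active = activation, scaled between plate controls, above about 75%, limit read from the data; inactive = activation under that limit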;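 note: 0% = zVAD with DMSO and 100% = DMSO alone without zVAD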
RBBP9 inhibitor = blocks human serine hydrolase RBBP9. O75884. recombinant RBBP9, FP-Rh probe fluorescence polarization. inhibition, % at 7.94 µM. hit rate 0.2% among 220,000. AID 1515;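 active = inhibition above the campaign mean of all tested compounds plus 3 SD, cut at about 14% in these data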;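 note: plate controls were DMSO wells with RBBP9 for no effect and wells lacking RBBP9 protein for full effect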
Target sequence (O75884 whole entry, looked up): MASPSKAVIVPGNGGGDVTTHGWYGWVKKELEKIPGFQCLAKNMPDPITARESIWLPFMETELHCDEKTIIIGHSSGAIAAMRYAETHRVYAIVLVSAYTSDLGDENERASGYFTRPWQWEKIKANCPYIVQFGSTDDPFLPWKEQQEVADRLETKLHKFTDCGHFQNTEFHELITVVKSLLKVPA
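System: RBBP9 protein | Quantity: 2.5 µM RBBP9 dispensing solution, before mixing | Reagent: FP-Rh probe, 375 nM dispensing solution | Timing: Enzyme-compound preincubation 30 min, then probe labeling 45 min, 25 °C | Measured by: Fluorescence polarization | Read-out: % inhibition | Replication: One well per compound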
* marks the source's active call; other numbers are inactive results; x = no result given; & = joins results of further samples. The list is partial. The share of hits here may be higher or lower than overall.

SMILES	PERK inh	Hck Nef HTS	PGE2 EP2 inh	Runt-CBFb FRET	EP2 mod	TNF death inh	Runt-SMMHC FRET	L929 necroptosis	RBBP9 inhibitor
O=C(O)c1cc([N+](=O)[O-])ccc1C(=O)Nc1ccccc1	-0.4	-2	4	x	61*	-1.7	-4	-0.1	-1
CC1(C)CCc2nc(SCc3ccccc3)c(C#N)cc2C1	0.6	3	3	0	47	-1.6	3	-1.1	-6
Nc1cc(-c2ccc(Cl)cc2)nn1S(=O)(=O)c1ccccc1	-0.3	1	11	1	-1	2.3	-8	0.3	-9
CNc1nc(OCC#N)nc(N2CCCCC2)n1	0.9	25	9	2	14	-0.2	0	12	-4
N#Cc1cc2ccccc2nc1SCc1ccccn1	-0.6	-1	4&4	-1	34&53	-0.4	-19	0.5	0
O=C(COC(=O)C12CC3CC(CC(C3)C1)C2)Nc1ccccc1F	0.1	-7	4	-3	25	0.3	4	x	-8
COc1ccc(-c2nn(-c3ccccc3)cc2CN2CCCO2)c(F)c1	0.0	-12	5	0	-1	-0.1	-2	-0.4	2
CC1=C(C(N)=O)C(c2cccs2)NC(=O)N1 (stereo not given)	1.8	32	3	2	18	1.6	-3	-0.3	0
O=C1OCc2cc(NC(=O)C3CCCO3)ccc21 (stereo not given)	2.6	1	5	0	-1	-1.3	-1	0.1	9
CCNc1nc(NC(C)C)nc(Oc2ccc(/C=N/O)cc2)n1	-0.5	3	10	1	36	-0.5	-1	0.6	2
CC1CCCN(c2c([N+](=O)[O-])c(=O)oc3ccccc23)C1 (stereo not given)	1.0	0	4	-2	-7	-17	0	-0.4	4
CN(C)S(=O)(=O)c1ccc(NC(=O)c2ccc3ncsc3c2)cc1	1.3	-17	5	0	-31	0.3	2	6.8	-13
CC(C)OCCCN1C(=O)c2ccccc2C1C(=O)NC1CCCCC1 (stereo not given)	-0.2	3	1	-1	18	-0.1	-2	-0.4	-1
O=C(CNc1ccccc1)N/N=C/c1ccc2c(c1)OCCO2	0.6	-1	8	3	-8	0.8	3	2.3	-6
COc1ccccc1C(O)(C(=O)NNc1cccc(C)c1)c1ccccc1OC	0.4	3	9	2	24	-0.1	0	x	-6
Cc1ccc(SCCC(=O)NC(C)C)cc1	0.1	4	4	-3	-4	-0.5	-5	1.7	-6
NS(=O)(=O)c1ccc(CCNC(=S)Nc2ccc(F)cc2)cc1	-0.2	-1	-1	-1	-11	-0.4	-2	0.8	-1
Cc1ccc(C(C(=O)NCc2ccccc2)N(Cc2cccs2)C(=O)c2ccc3c(c2)OCCO3)cc1 (stereo not given)	-0.6	1	2	-2	-1	-4.7	2	0.0	-8
CCN(CC)C(=O)C1CCCN(C(=O)Nc2ccccc2)C1 (stereo not given)	-0.1	0	7	1	-2	1.0	0	0.0	9
COc1ccc(C2CC(=O)N3C(=C2C#N)SCC3(O)c2ccccc2)cc1 (stereo not given)	0.2	2	4	5	0	33	0	12	-6
Cc1cccn2cc(-c3ccc4c(c3)NC(=O)CO4)nc12	0.4	14	9	2	-9	-0.5	5	1.7	-6
CCOC(=O)C1(Cc2ccccc2Cl)CCN(C(=O)c2cnccn2)CC1	0.4	4	2	-1	-25	-0.4	0	-0.9	-9
CCOC(=O)C(NC(=O)Nc1ccc(F)cc1F)(Oc1ccccc1)C(F)(F)F (stereo not given)	-0.2	2	2	-1	-6	-0.3	-9	1.0	-2
CC(C)c1ccc(CCNC(=O)c2ccc([N+](=O)[O-])cc2)cc1	0.2	2	7	0	-2	1.9	0	4.7	-13
CCN1CCN(CC(=O)c2c[nH]c3ccccc23)CC1	0.2	2	12	-1	2	-1.7	4	0.3	-10
Cn1c(=O)cc(SCC(=O)N2CCN(Cc3ccc4c(c3)OCO4)CC2)c2ccccc21	0.8	8	16	-2	12	-2.0	-4	0.1	-3
Cc1ccc(C)c(NC(=O)COc2cccc3c2CCN(Cc2ccccc2)C3=O)c1	0.1	3	9	-2	6	0.8	1	1.6	-3
CC(=O)Nc1cccc(NC(=O)CSc2ccc(-c3cccnc3)nn2)c1	0.3	12	4	2	-37	4.0	-5	6.0	5
O=C(Cn1c(COc2ccccc2)nc2ccccc21)Nc1cc(Cl)c(Cl)cc1Cl	0.0	0	5	1	11	0.9	-3	2.0	-3
COc1ccc(-n2c(Cc3cc(=O)[nH]c(=O)[nH]3)nnc2SCC(=O)N2CCC(C)CC2)cc1	-0.3	0	4	2	7	0.8	-2	-0.4	-4
C=CCN1C(=O)C(CC(=O)Nc2ccc(OC)cc2)N(Cc2ccco2)C1=S (stereo not given)	0.9	1	7	15	-6	-2.5	12	-0.4	-6
O=C(CCSCCc1ccccn1)Nc1ccc(Br)cc1F	1.1	2	14	0	-51	2.4	-1	1.0	-9
Cc1nn2c(N)c(C#N)cnc2c1-c1ccccc1	0.3	8	10	-2	4	-4.1	3	1.0	-3
CCN1CCn2c1nc(N1CCCCC1)nc2=O	-0.2	-1	x	2	10	-1.3	-1	-0.3	-5
Cc1sc2ncnc(SCC(=O)N(C(C)C)C(C)C)c2c1C	0.4	21	9	-1	-30	1.0	-3	0.0	-6
O=C1N(Cc2cccc(Cl)c2)C[C@@H]2C[C@@H](c3cccc4cccnc34)N3CCC[C@@]123	1.1	1	5	-1	-4	1.0	-3	-1.1	3
CCOC(=O)C1=C(C)Nc2nc3ccccc3n2C1c1ccc(O)cc1 (stereo not given)	-0.6	14	9	-1	-26	-2.6	2	0.4	-5
CC(C)n1nc(C(=O)Oc2cccc(Cl)c2Cl)c2ccccc2c1=O	-0.1	-1	1	3	34	0.8	-4	-0.3	-9
CCSc1nnc(NC(=O)[C@@H](NC(=O)c2ccc(C(C)(C)C)cc2)C(C)C)s1	-0.7	1	4	-2	44	-0.1	0	0.1	-18
Cc1nn(-c2ccccc2)c(N)c1C(O)(CSc1nccn1C)C(F)(F)F (stereo not given)	-0.3	3	4	2	-15	1.6	-2	0.0	-3
CN(C)c1ccc(/C=N/N=C2/NC(=O)/C(=C/c3ccc([N+](=O)[O-])cc3)S2)cc1	1.3	14	x	-8	-48	-3.3	-25	0.2	-2
COc1cc2c(cc1OC)C(C)N(C(=O)Cn1ncc3c1-c1ccccc1OC3)CC2 (stereo not given)	-0.4	21	5	-8	35	3.4	2	0.4	-3
Cc1ccc(S(=O)(=O)N2c3ccccc3NC(=O)C2CC(=O)Nc2ccccc2)cc1 (stereo not given)	-0.2	1	8	-2	20	-0.2	1	0.1	-1
O=C(c1cccc(S(=O)(=O)N2CCOCC2)c1)N1CCN(Cc2ccc3c(c2)OCO3)CC1	1.1	-1	4	-1	17	0.5	2	0.9	-6
Cc1ccc(SCCNC(=O)/C=C/c2ccccc2Cl)cc1	0.2	0	13	1	-30	-1.6	1	1.1	-11
Cc1csc(NC(=O)c2cc3c(s2)CCC3)n1	0.3	3	12	-3	-3	-4.6	3	5.5	-8
CCOC(=O)c1c(N2C(=O)C3C4C=CC(O4)C3C2=O)sc2c1CCCC2 (stereo not given)	-1.2	2	x	46	10	-0.6	39	0.1	-3
O=C(/C=C\c1ccccc1OC(=O)c1ccccc1F)c1cc2ccccc2o1	1.2	14	5	3	34	-0.9	0	1.5	2
CN1CCN(CCC(=O)Nc2cccc(Br)c2)CC1	0.5	23	5	0	32	3.0	2	0.1	-8
COc1ccc2c(c1)C(NC(=O)C(F)(F)F)CC2=O (stereo not given)	0.4	1	4	0	7	-0.1	2	0.5	-4
CCN(CC)S(=O)(=O)c1cc(OC)c(Cl)cc1OC	-0.1	3	6	-2	13	-1.3	-2	0.3	-3
CCn1c(=O)cc(OCC(=O)N2CCN(c3ccc(F)cc3)CC2)c2ccccc21	-0.1	22	15	-2	-12	-3.2	2	7.4	-1
Cc1oc(-c2ccccc2)nc1CSc1nc2c(c(=O)[nH]1)CCC2	0.8	-5	6	-1	14	-0.1	-1	x	-1
CC/C(=N\NC(=O)Nc1nonc1N)c1ccc(OC)c(OC)c1	1.0	35	10	1	-50	0.8	2	0.1	-4
CCOc1ccccc1N1C(=O)CC(N(O)c2ccccc2)C1=O (stereo not given)	0.9	1	12	2	3	-0.8	1	1.1	-6
Fc1ccc(COc2ccc(Br)cc2CNCc2ccncc2)cc1	-0.4	3	7	-2	12	-4.3	3	0.1	-6
COc1ccc(/C=C/C(=O)Oc2cc(O)cc(O)c2)cc1	-0.1	14	7	-1	-20	-0.4	2	-0.1	-5
C/C(=N/OC(=O)c1ccc(C)cc1)c1cccs1	0.2	-1	19	-1	11	-5.6	-5	-0.1	16*
Cc1[nH]n(-c2ccccc2)c(=O)c1C(c1ccccc1C(=O)O)c1c(C)[nH]n(-c2ccccc2)c1=O	0.4	1	8	-2	10	0.7	-1	-0.2	-5
CCCn1c(SCC(=O)NCc2ccco2)nnc1C(C)C	1.4	2	17	-2	19	-2.0	-2	0.0	-7

A second format for some results above:
SMILES | PERK inh | Hck Nef HTS | PGE2 EP2 inh | Runt-CBFb FRET | EP2 mod | TNF death inh | Runt-SMMHC FRET | L929 necroptosis | RBBP9 inhibitor
Cc1csc(NC(=O)c2cc3c(s2)CCC3)n1 | 0.3 | 3 | 12 | -3 | -3 | -4.6 | 3 | 5.5 | -8
CCOC(=O)c1c(N2C(=O)C3C4C=CC(O4)C3C2=O)sc2c1CCCC2 (stereo not given) | -1.2 | 2 | x | 46 | 10 | -0.6 | 39 | 0.1 | -3

Remaining list, next part.
SMILES	PERK inh	Hck Nef HTS	PGE2 EP2 inh	Runt-CBFb FRET	EP2 mod	TNF death inh	Runt-SMMHC FRET	L929 necroptosis	RBBP9 inhibitor
CCc1cccc(CC)c1NC(=S)Nc1ccccc1	2.2	-5	1	0	-18	-6.8	2	-0.8	0
Cc1nc2ccccc2c2oc(C(=O)NCCCN3CCCC3=O)cc12	-0.1	-2	6	1	3	1.9	3	1.7	-1
CN(C)c1nc2n(c(=O)n1)CCO2	0.1	-1	-13	-1	-10	0.2	0	0.9	-2
CCCCOC(=O)C1=C(C)Nc2ncnn2C1c1cc(OC)c(OC)cc1OC (stereo not given)	-0.5	0	8	27	-2	-0.4	2	-1.0	-2
CCOC(=O)c1c(NC(=O)CSc2nnc(CNc3ccc(Cl)cc3)o2)sc(C)c1C	0.0	5	18	-8	22	-1.3	-3	0.2	5
Fc1ccc(-c2csc(-c3ccccn3)n2)cc1F	-0.5	3	4	-2	-34	0.8	2	3.0	4
N#Cc1cc([N+](=O)[O-])ccc1Oc1cccc(/C=N/NC(=O)c2cccc(Cl)c2)c1	-0.4	10	11	3	-30	-3.3	1	-0.3	1
CCOc1ccccc1C(=O)NC1CCN(Cc2nnnn2C2CCCC2)CC1	-0.8	0	5	-4	-15	0.4	0	1.6	-10
CCCCSc1nnc([C@H](C)NC(=O)OC(C)(C)C)o1	-0.4	1	8	12	14	-0.2	1	0.6	10
O=C(O)/C=C/C(=O)N1CCc2ccccc21	0.6	24	3	1	10	-0.1	-1	2.5	-6
